Giardia kill = kills Giardia lamblia; Giardia lamblia trophozoite viability; activity change, % at 7.66 µM, hits read low; 340,000 tested, 0.15% active; AID 540267; in the data active = activity change below about -80%; inconclusive = between about -30% and that limit;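 note: parasites exposed to compound for two days anaerobically before the ATP read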
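Luminescent ATP signal served as the viability read-out, measured 15-30 min after adding ATP detection reagent to trophozoites that had been incubated with compounds for 48 hrs at 37 deg C anaerobically at 100 cells/well.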
GALK inh = galactokinase (human) inhibition; AID 1868; 270,000 tested, 0.007% active; Potency, µM (doses to about 57.5 µM), for inactives: top-dose activity change, negative = inhibition, usual class: inhibitors; P51570; Purified GALK, Kinase-Glo residual ATP luminescence; note: potency is the fitted concentration of half-maximal effect
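Luminescence from leftover ATP (Ultra-Glo luciferase/luciferin) served as read-out after a 1 h room-temperature reaction of 5 nM GALK with 35 uM ATP and 100 uM galactose.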
uPA generation = cell surface uPA generation inhibition. Potency, µM (titrated, usually from 38.3 µM), for the others: top-dose activity change, negative = inhibition, hits mostly inhibitors. cell surface uPA generation assay, qHTS. 330,000 tested, 0.31% active. AID 540303; active = well fitted inhibition curve with a large enough effect; inconclusive = small, poorly fitted or top-dose-only effect; inactive = no such curve, though single readings can be large or run the other way; tested in mouse RAW 264.7 cells; note: potency is the fitted concentration of half-maximal effect; nearly all actives have a fitted effect of over 55% in size
hERG WT inh = blocks the wildtype human KCNH2 potassium channel; 340,000 tested, 0.37% active; U2OS, BacMam KCNH2, thallium flux FluxOr; stronger effect = lower value; activity change, % at 1.84 µM;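 active = maximum activity change below -70%; inconclusive = maximum activity change between -70% and -50%; inactive = maximum activity change above -50%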
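U2OS cells were transduced with wild-type KCNH2 virus (2.03 x 10^8 / mL) for 4 h at room temperature, then cultured overnight at 37 C. Thallium flux was read with FluxOr dye. Rate constants were normalized to DMSO controls.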
BCR signal inh = chronic active BCR signaling inhibition; ABC-DLBCL IkBa-CBG/CBR reporter, luminescence ratio, 4 h; Potency, µM (series often up to 46.1 µM), for the others: at the highest dose ratio change, negative = lower green/red ratio, usual class: inhibitors; 340,000 tested, 0.05% active; active = well fitted inhibition curve with a large enough effect in the signal ratio, with a control signal flat, not every such curve was filed as active; inconclusive = small, poorly fitted or top-dose-only effect, or effect the other way, or a change in a side signal; the % refers to the signal ratio;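 note: potency is the fitted concentration of half-maximal effect; plate controls were basal doxycycline-induced cells for no effect and cells given 10 µM MG132 for full effect; MG132 reads +100%, hits lower the ratio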
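Doxycycline induced both beetle luciferases in TMD8 lymphoma cells; IKK-driven degradation limits the IkappaBalpha-fused green signal, while red luminescence normalises for cell number and nonspecific effects. Compounds tested up to 46 uM, 4 hrs.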
USP2a block = inhibitors of human ubiquitin-specific protease USP2a; Potency, µM (highest dose often 38.3 µM), inactives show top-dose activity change, negative = inhibition, usual class: inhibitors; O75604; USP2 core, Ub-CHOP2 coupled fluorogenic reporter, 485/531; 330,000 tested, 0.01% active;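 note: potency is the fitted concentration of half-maximal effect; plate controls were DMSO wells for no effect and full inhibition by NEM control for full effect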
Target sequence (O75604 whole entry, looked up): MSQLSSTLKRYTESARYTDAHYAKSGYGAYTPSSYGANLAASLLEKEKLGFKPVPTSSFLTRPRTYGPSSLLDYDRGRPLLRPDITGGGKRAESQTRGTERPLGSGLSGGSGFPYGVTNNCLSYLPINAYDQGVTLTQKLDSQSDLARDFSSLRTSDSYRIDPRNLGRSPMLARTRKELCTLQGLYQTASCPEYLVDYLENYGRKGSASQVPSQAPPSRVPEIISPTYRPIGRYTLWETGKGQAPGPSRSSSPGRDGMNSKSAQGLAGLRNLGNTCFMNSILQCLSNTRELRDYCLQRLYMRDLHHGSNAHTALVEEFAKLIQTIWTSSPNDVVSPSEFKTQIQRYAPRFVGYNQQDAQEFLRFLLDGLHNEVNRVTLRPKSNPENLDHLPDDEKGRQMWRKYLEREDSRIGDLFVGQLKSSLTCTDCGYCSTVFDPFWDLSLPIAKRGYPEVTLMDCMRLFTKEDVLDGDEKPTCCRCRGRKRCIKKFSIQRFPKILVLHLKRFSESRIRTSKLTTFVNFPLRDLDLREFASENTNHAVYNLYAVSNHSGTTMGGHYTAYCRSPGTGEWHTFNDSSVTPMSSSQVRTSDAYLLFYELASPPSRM
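Deubiquitinase activity read as fluorescence (485/531 nm) after Ub-CHOP2 cleavage activates the enterokinase reporter on its substrate; USP2 core 10nM, Ub-CHOP2 and substrate 25nM each, 30min compound preincubation then 60min RT; data normalized to NEM, curves fitted.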
KCNH2 3.1 block = KCNH2 3.1 (human) potassium channel inhibition. U2OS KCNH2 3.1, thallium flux FluxOr; stronger effect = lower value. activity change, % (tested at about 1.8 µM). 340,000 tested, 0.95% active. AID 720553;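 active = maximum activity change below -70%; inconclusive = maximum activity change from -70% to -50%; inactive = maximum activity change above -50%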;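 note: thallium influx rate constant from kinetic fluorescence after stimulation buffer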
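Thallium flux read-out: FluxOr dye with Red40 quencher in HBSS/HEPES, 45 min at RT. Rate constants from kinetic reads were normalized to positive and negative DMSO controls. Cells: U2OS virally expressing the 3.1 isoform.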
Eya2 inh = blocks the phosphatase activity of human Eya2; 330,000 tested, 0.006% active; Potency, µM (series often up to 76.9 µM), for inactives: top-dose activity, negative = inhibition, most hits filed as inhibitors; O00167; recombinant Eya2, OMFP fluorescence dephosphorylation (OMFP is methylfluorescein phosphate); note: potency is the fitted concentration of half-maximal effect
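Eya2 (0.2 uM) preincubated 10 min at ambient with compound, then OMFP substrate added at 50 uM; 10 min reaction in 50 mM HEPES pH 7.5, 50 mM NaCl, 5 uM MgCl2, 0.05% BSA, 1 mM DTT. Fluorescence read at Ex 485/Em 525 nm.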
B2AR arrestin = recruits beta-arrestin to the human beta2-adrenergic receptor; 330,000 tested, 0.02% active; P07550; beta-arrestin recruitment to beta2AR, cell-based reporter; AID 492947; Potency, µM (top dose mostly 46.1 µM), inactives show top-dose activation, actives largely listed as activators;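 note: potency is the fitted concentration of half-maximal effect; 0% = DMSO controls and full agonism = EC100 isoproterenol or metaproterenol; nearly all actives have a fitted effect of over 65% in size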
Target sequence (P07550 whole entry, looked up): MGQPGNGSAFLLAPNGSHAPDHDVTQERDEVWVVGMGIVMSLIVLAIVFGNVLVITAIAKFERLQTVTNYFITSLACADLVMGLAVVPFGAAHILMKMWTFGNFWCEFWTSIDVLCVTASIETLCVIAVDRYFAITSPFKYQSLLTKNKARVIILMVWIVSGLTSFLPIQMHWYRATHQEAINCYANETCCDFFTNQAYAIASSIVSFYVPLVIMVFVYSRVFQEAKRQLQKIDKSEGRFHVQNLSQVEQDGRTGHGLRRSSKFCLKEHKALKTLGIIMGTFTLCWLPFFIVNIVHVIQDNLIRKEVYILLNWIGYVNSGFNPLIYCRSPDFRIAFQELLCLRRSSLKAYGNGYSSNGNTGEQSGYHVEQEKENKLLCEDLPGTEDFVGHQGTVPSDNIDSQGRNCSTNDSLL
PKM2 act = increases activity of human pyruvate kinase M2 | P14618 | purified PKM2, Kinase-Glo ATP luminescence, activation; response scale: 0% is enzyme alone, no compound | Potency, µM (titrated, usually from 57.5 µM), for the others: top-dose activation, most hits filed as activators | 260,000 tested, 0.34% active | AID 1631; note: potency is the fitted concentration of half-maximal effect; nearly all actives have a fitted effect of over 55% in size
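hPK-M2, >95% pure; 0.1 mM ADP / 0.5 mM PEP final; imidazole pH7.2 buffer w/ 7 mM MgCl2, 50 mM KCl; 1 h RT; Kinase-Glo lum. Intermediate enzyme activity for dual inhibitor/activator qHTS.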
FBPA coupling cs = inhibits coupling enzyme system, counter-screen for aldolase hits; 290,000 tested, 0.67% active; coupling enzyme system counterscreen, AmpLite Red fluorescence; AID 2472; activity change, negative = inhibition, % at 58.2 µM, hits read low; in the data active = activity change below about -30%
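Activity here indicates interference with the coupling reaction, not aldolase inhibition. Compounds at 57.5 uM final met coupling enzymes for 10 min at RT; substrate and AmpLite Red detection followed, with a 525/598 nm fluorescence read after 20 min.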
* hit, by the source's call; u = inconclusive; x = not tested or not shown; [ ] = remark or other dose. Unless noted, calls come from the whole dose curve; as a rule, active = well fitted curve in the direction sought with a large enough effect; inconclusive = small, poorly fitted or top-dose-only effect, or another doubt; inactive = no such curve, though single readings can be large; an effect the other way counts as inactive or inconclusive. Unless noted, % is set by controls: 0 for no effect and ±100 for the full control effect.

Fields – Giardia kill, GALK inh, uPA generation, hERG WT inh, BCR signal inh, USP2a block, KCNH2 3.1 block, Eya2 inh, B2AR arrestin, PKM2 act, FBPA coupling cs
CC(=O)C1=C(O)C(=O)N(CC(=O)O)C1c1ccccc1Cl (stereo unspecified)
    -16, 1%, 11%, -13, u, 3%, -6, 30%, -1.1%, 1%, 0
COCCn1nnnc1CN1CCC(NC(=O)c2ccc(Br)cc2)CC1
    -15, -1%, 5%, 0, -4%, -1%, 5, -18%, 0.1%, 3%, 2
O=C(c1cccc(Cl)c1Cl)N1CCN(c2ccccn2)CC1
    5, 0%, -8%, 24, 2%, 2%, -2, 3%, -0.1%, -2%, -2
Cc1cc(C)c(C(=O)N2CCCC(N3CCN(c4ccc(F)cc4)CC3)C2)o1 (stereo unspecified)
    6, -8%, 3%, 57, 7%, -1%, 5, 1%, 0.2%, -6%, 1
CCOc1ccc(/C=N/n2c(SC)nnc(C(C)(C)C)c2=O)cc1
    10, -1%, 4%, -80*, u, 1%, -3, -19%, -0.9%, -3%, -2
COC(=O)c1ccc(COc2ccccc2[N+](=O)[O-])o1
    5, 2%, u, 8, -1%, 0%, 7, 0%, -0.2%, -7%, 0
CC(C)(C)NC(=O)CN(C(=O)c1csnn1)c1ccccc1-c1ccccc1
    16, 2%, -4%, -49, u, 3%, 0, -15%, 0.3%, -3%, 5
COc1ccc(NS(=O)(=O)c2ccc(O)c([N+](=O)[O-])c2)cc1S(=O)(=O)N1CCCCC1
    -7, x, -2%, -4, 0%, 3%, -19, 15%, -1.9%, x, x
CCCCOC(C)n1cc(F)c(=O)[nH]c1=O (stereo unspecified)
    4, 1%, -3%, 17, 9%, 3%, -4, 4%, -0.9%, 1%, 3
CCCc1cc(=O)[nH]c(SCC(=O)N2CCN(S(=O)(=O)c3ccccc3)CC2)n1
    4, 0%, -8%, 1, -1%, -1%, -11, -3%, -1.7%, 10%, 4
COc1ccc(N2CCN(C(CNC(=O)C(=O)NCC(OC)OC)c3ccco3)CC2)cc1 (stereo unspecified)
    -15, 9%, 10%, 4, -9%, 1%, -9, 6%, 0.2%, 0%, 1
COc1ccc(C(=O)NCC(=O)N/N=C/c2cccnc2)cc1OC
    0, 8%, 2%, 5, -8%, 2%, 5, -3%, -1.0%, 9%[0.46 µM], 0
CCCCCCN=C1CC(C)(C)CC(=O)/C1=C(/O)CCC
    11, -3%, -2%, 11, u, 5%, -4, -9%, -0.1%, 2%, -1
Cn1nc(C(F)(F)F)c(CNC(=O)C(C)(C)CCl)c1N1CCOCC1
    3, 0%, 2%, -4, -4%, -1%, -20, 6%, -0.5%, -1%, 0
O=Cc1c(Cl)nc2ccccn12
    -11, -3%, 3%, -6, 10%, -1%, 5, -12%, 0.2%, 3%, -1
CN(C)CCCNS(=O)(=O)c1ccc(-n2nnc3ccccc32)c([N+](=O)[O-])c1
    -7, -2%, -15%, -1, 5%, 0%, 5, 7%, 0.2%, x, -4
O=C(O)c1cc(N/N=C/c2cccc3ccccc23)ccc1Cl
    5, -1%, 3%, -21, u, -13%, -3, 4%, -0.1%, x, 0
CC(C)Oc1ccc(C(=O)Nc2c3c(nn2-c2ccccc2)CS(=O)(=O)C3)cc1
    -3, -1%, 2%, 24, -6%, 1%, -22, -2%, -0.6%, 5%, x
CCCN1CCN(CCCNC(=S)Nc2ccc(OC)cc2)CC1
    -8, 1%, 0%, 2, 6%, 0%, 9, 5%, -0.4%, 4%, -1
COc1ccc(C2=NN(C(=O)c3ccco3)C(c3ccco3)C2)cc1OC (stereo unspecified)
    17, 1%, 2%, -7, u, -1%, 9, -3%, -0.7%, 22%, 0

Taken from the listing (3 entries):
Fields – Giardia kill, GALK inh, uPA generation, hERG WT inh, BCR signal inh, USP2a block, KCNH2 3.1 block, Eya2 inh, B2AR arrestin, PKM2 act, FBPA coupling cs
CC(=O)C1=C(O)C(=O)N(CC(=O)O)C1c1ccccc1Cl (stereo unspecified)
    -16, 1%, 11%, -13, u, 3%, -6, 30%, -1.1%, 1%, 0
COCCn1nnnc1CN1CCC(NC(=O)c2ccc(Br)cc2)CC1
    -15, -1%, 5%, 0, -4%, -1%, 5, -18%, 0.1%, 3%, 2
O=C(c1cccc(Cl)c1Cl)N1CCN(c2ccccn2)CC1
    5, 0%, -8%, 24, 2%, 2%, -2, 3%, -0.1%, -2%, -2

(continued)
Fields – Giardia kill, GALK inh, uPA generation, hERG WT inh, BCR signal inh, USP2a block, KCNH2 3.1 block, Eya2 inh, B2AR arrestin, PKM2 act, FBPA coupling cs
Cc1cc2nc3n(c2cc1C)CC1CC(C(=O)NCc2ccccc2)N(C)C31 (stereo unspecified)
    -18, x, 1%, 20, -1%, -2%, 2, 7%, 0.0%, x, x
CCS(=O)(=O)CCSC1OC(COC(C)=O)C(OC(C)=O)C(OC(C)=O)C1OC(C)=O (stereo unspecified)
    -21, -1%, -1%, -6, 4%, 0%, 18, 6%, -0.2%, -32%, 0
O=C(O)C1CCCCC1C(=O)Nc1ccc(S(=O)(=O)N2CCCC2)cc1 (stereo unspecified)
    -7, 5%, 2%, -4, 6%, 0%, -2, u, 0.2%, x, 0
Nc1c(Cl)ncnc1N/N=C/c1ccc(O)cc1
    1, 6%, u, 7, 9%, 4%, -4, -7%, -0.1%, -14%, -1
CCOC(=O)C1(C)NC(c2ccc(OC)c(OC)c2)C2C(=O)N(CC)C(=O)C21 (stereo unspecified)
    -14, 1%, 0%, 4, 4%, -1%, 3, 16%, -0.2%, 16%, 3
Cn1c(=O)c2c(nc(CN3CCOCC3)n2CCc2ccccc2)n(C)c1=O
    10, 3%, -4%, -2, 1%, -1%, 1, -2%, 3.3%, -3%, 3
CC(C)CC(OC(=O)c1nsc(Cl)c1Cl)C(=O)NC1CCCC1 (stereo unspecified)
    0, 0%, 1%, 0, 14%, 2%, -10, -15%, 0.1%, -6%, 0
O=S(=O)(c1cccc(Cn2nnc(-c3ccc(F)cc3)n2)c1)N1CCOCC1
    -20, 6%, -2%, 8, u, -1%, x, -5%, -0.5%, 0%, x
CCc1cc(=O)oc2c(C)c(OC(C)C(=O)NCCCN3CCOCC3)ccc12 (stereo unspecified)
    5, -8%, 1%, 3, -1%, 1%, -7, -6%, 0.4%, x, 1
CCOc1cc(/C=C/c2nc3ccccc3s2)ccc1OCC(=O)N1CCOCC1
    -2, -4%, -8%, 7, -5%, 0%, -15, -9%, 0.0%, -3%, 2
CC(NC(=O)CCCn1cc([N+](=O)[O-])cn1)c1ccccc1 (stereo unspecified)
    -1, 1%, -7%, 4, 0%, 1%, 1, -8%, 0.1%, 0%, 1
COc1ccc(CNc2ccc(-c3ccccc3OC)nn2)cc1
    -4, -3%, 2%, -2, -18%, 0%, -10, 7%, -0.2%, 0%, -2
CCCCn1c(SCc2cc(=O)n3ccsc3n2)nc2cc(C(=O)OC)ccc2c1=O
    x, 4%, x, x, u, 0%, x, 2%, 0.4%, -7%, 1
COc1cc(NC(=S)NC(=O)c2ccc(C)cc2C)ccc1NC(=O)c1cccs1
    -23, 1%, 0%, -1, u, -13%, -17, -34%, -0.3%, 0%, 0
CCN1CCN(C(c2cccs2)C(C)NC(=O)c2cccnc2)CC1 (stereo unspecified)
    22, 0%, x, -20, 2%, 1%, 13, -2%, 0.3%, -7%, 1
CC(C)(C)OC(=O)C[C@@H]1C/C=C\C[C@@H](CC(=O)N[C@@H](CO)Cc2ccccc2)C(=O)NCCOC1=O
    15, x, 0%, 9, -11%, 0%, 10, -3%, -0.6%, x, x
Cn1c2ccccc2c2nnc(SCC(=O)NC3CC3)nc21
    4, -2%, 0%, 3, 0%, 1%, 13, 7%, 0.3%, x, 3
Cc1ccc2nc(N3CC(=O)Nc4ccccc43)nc(-c3ccccc3)c2c1
    -27, 2%, -4%, -8, -1%, 3%, -8, -6%, 0.2%, 4%, 2
CCN(C(=O)COC(=O)c1ccc(OC)c(S(=O)(=O)N(C)Cc2ccccc2)c1)C1CCS(=O)(=O)C1 (stereo unspecified)
    -18, x, 4%, 2, u, 1%, -8, 4%, -0.3%, x, x
CCCn1c(SCC(=O)Nc2ccc(OC)cc2[N+](=O)[O-])n[nH]c1=O
    -1, 4%, -2%, -15, 3%, 1%, 7, -5%, 0.5%, 3%, 0
COc1cc2c(cc1OC)[C@@H](NC(=O)CCC1CCCCC1)[C@H](O)C2
    5, x, 16%, 12, -6%, 0%, -3, -3%, -0.5%, x, x
